TPT1 inh: Candida albicans TPT1 enzyme inhibitors, primary screen, biochemical, fluorescence polarization | tRNA 2'-phosphotransferase TPT1 (Candida albicans SC5314) | recombinant caTPT1, FP RNA substrate dephosphorylation | inhibition, % at 5 µM | 0.81% of 300,000 active | AID 1962, 2009;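 active = inhibition above the mean of all tested compounds plus 3 SD, set per screening campaign, cut at about 24% in these data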;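 note: plate controls were DMSO alone for no effect and ferristatin control at 100 nM for full effect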
GLD-1 TGE inh: GLD-1/TGE RNA complex disruptors, primary screen, biochemical, fluorescence polarization | Female germline-specific tumor suppressor gld-1 (Caenorhabditis elegans), Q17339 | AID 2280, 2010 | inhibition, % at 5.96 µM | 0.44% of 320,000 active | purified GLD-1 + fluorescein TGE RNA;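 active = percent inhibition above a per-plate cutoff, the plate mean of test compounds plus 3 SD, cut at about 30% in these data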;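 note: 0% = DMSO wells with GLD-1 and probe and 100% = wells lacking GLD-1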
BCLXL inh: inhibitors of human Bcl-xL, primary screen, biochemical, fluorescence polarization, HTS. Bcl-2-like protein 1 (Homo sapiens), Q07817. GST-Bcl-xL / FITC-Bim BH3 peptide fluorescence polarization. inhibition, % at 10.9 µM. 0.7% of 320,000 active;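 active = inhibition above the mean of all tested compounds plus 3 SD, cutoff set per campaign, cut at about 30% in these data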;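 note: 0% = DMSO wells and 100% = unlabeled Bim-BH3 peptide competitor; inhibitors lower millipolarization by displacing the labeled peptide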
MCL1 BIM primary: inhibitors of MCL1 binding to BIM-BH3, primary screen, biochemical, fluorescence polarization | Induced myeloid leukemia cell differentiation protein Mcl-1 (Homo sapiens), Q07820 | GST-MCL1 / FITC-Bim-BH3 fluorescence polarization | inhibition, % at 10.9 µM | 0.68% of 320,000 active | AID 2057, 2009;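 active = inhibition above the mean inhibition of all tested compounds plus 3 SD, set per campaign, cut at about 40% in these data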;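 note: 0% = DMSO wells and 100% = unlabeled Bim-BH3 peptide control; higher means more loss of mP so more displacement of Bim peptide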
Fam108B counter: mouse Fam108B serine hydrolase inhibitors, primary screen, counter-screen for RBBP9 inhibitor project, biochemical, fluorescence polarization. 0.33% of 300,000 active. AID 1947, 2009. inhibition, % at 9.51 µM. recombinant Fam108B, FP-Rh probe fluorescence polarization;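 active = inhibition above the screen mean inhibition plus 3 SD, computed separately per campaign, cut at about 18% in these data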;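 note: inhibitors lower polarization as less probe binds the enzyme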
MEX-5 binding: MEX-5 zinc finger RNA-binding disruptors – biochemical, C. elegans, fluorescence polarization, MLPCN library, primary screen. 0.38% of 300,000 active. activity score (negative = inhibition of binding), % at 10 µM. Zinc finger protein mex-5 (Caenorhabditis elegans), Q9XUB2. AID 1832, 2009. MEX-5/FITC-TCR2 RNA binding; active compounds read low;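 active = inhibition past about -25% in most replicates, and total fluorescence under double the plate's negative control median, limit read from the data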;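 note: 0% = DMSO and -100% = 5 µM competing unlabeled TCR2 RNA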
PAD4 FP inh: human PAD4 inhibitors, primary screen, biochemical, fluorescence polarization, 1536-well format | Protein-arginine deiminase type-4 (Homo sapiens), Q9UM07 | recombinant PAD4, RCA probe fluorescence polarization | inhibition, % at 6.36 µM | 0.41% of 330,000 active | AID 485272, 2010;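 active = percent inhibition above a cutoff equal to the mean of all tested compounds plus 3 SD, cut at about 15% in these data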;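 note: 0% = PAD4 with RCA probe and DMSO and 100% = probe without PAD4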
Target sequence (Q9UM07 whole entry, looked up): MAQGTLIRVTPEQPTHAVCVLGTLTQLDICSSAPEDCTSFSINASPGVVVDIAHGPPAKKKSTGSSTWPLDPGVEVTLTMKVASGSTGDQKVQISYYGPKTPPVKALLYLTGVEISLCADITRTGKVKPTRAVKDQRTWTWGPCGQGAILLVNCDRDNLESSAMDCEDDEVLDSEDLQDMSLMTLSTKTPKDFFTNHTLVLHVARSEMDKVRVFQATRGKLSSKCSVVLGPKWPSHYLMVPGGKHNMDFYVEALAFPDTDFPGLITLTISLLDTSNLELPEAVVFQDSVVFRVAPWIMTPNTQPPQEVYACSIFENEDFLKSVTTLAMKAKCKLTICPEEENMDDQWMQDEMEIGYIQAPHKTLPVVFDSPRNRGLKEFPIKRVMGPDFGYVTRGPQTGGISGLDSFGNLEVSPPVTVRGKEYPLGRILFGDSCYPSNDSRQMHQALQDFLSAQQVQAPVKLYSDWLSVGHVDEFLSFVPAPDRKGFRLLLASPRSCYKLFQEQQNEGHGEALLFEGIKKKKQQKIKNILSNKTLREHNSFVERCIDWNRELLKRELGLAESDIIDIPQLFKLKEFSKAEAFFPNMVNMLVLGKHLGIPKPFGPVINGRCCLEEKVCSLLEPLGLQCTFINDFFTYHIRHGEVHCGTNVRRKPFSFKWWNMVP
GSTO1 inh: inhibitors of recombinant GSTO1, primary screen, counter-screen for RBBP9 inhibitor project, biochemical, fluorescence polarization. 1.1% of 300,000 active. inhibition, % at 5.96 µM. activity-based probe fluorescence polarization;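 active = inhibition above the campaign mean inhibition plus 3 SD, cut at about 35% in these data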;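 note: 0% = GSTO1-1 with DMSO and 100% = wells lacking GSTO1-1 enzyme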
PME-1 primary: PME-1 inhibitors via competitive probe labeling, primary screen, biochemical, fluorescence polarization, FP-Rh probe, HTS; Protein phosphatase methylesterase 1 (Homo sapiens), Q9Y570; inhibition, % at 5.9 µM; recombinant PME-1; 0.53% of 320,000 active;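 active = inhibition above the campaign mean of all compounds plus 3 SD, cut at about 26% in these data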;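 note: competitive labeling of PME-1 active site by serine hydrolase directed probe; 0% = PME-1 with DMSO and 100% = wells lacking PME-1 enzyme; inhibitors block probe labeling so polarization falls and inhibition rises; many of its hits are not listed in these tables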
Target sequence (Q9Y570 whole entry, looked up): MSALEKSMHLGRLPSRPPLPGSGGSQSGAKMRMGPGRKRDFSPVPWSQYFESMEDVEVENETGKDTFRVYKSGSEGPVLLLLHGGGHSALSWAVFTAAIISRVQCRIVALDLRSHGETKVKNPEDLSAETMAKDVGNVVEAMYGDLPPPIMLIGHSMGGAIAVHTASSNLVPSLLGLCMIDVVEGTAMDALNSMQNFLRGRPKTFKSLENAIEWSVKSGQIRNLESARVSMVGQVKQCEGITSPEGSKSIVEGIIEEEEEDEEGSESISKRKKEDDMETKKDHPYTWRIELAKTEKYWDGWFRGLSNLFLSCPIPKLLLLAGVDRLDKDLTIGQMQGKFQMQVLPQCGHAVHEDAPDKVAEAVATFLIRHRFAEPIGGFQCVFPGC
Active calls of the source: *; nt = not tested or not shown.

| smiles | TPT1 inh | GLD-1 TGE inh | BCLXL inh | MCL1 BIM primary | Fam108B counter | MEX-5 binding | PAD4 FP inh | GSTO1 inh | PME-1 primary |
| --- | --- | --- | --- | --- | --- | --- | --- | --- | --- |
| Cc1cc(SCC#N)n2nc(C)c(-c3ccc(Cl)cc3)c2n1 | 2 | -1 | 0 | -4 | -4 | 0.3 | 0 | -26 | 0 |
| O=C(/C=C/c1ccc(O)cc1)OCc1occc(=O)c1O[C@@H]1OC(CO)[C@@H](O)[C@H](O)[C@@H]1O (some centres not stated) | 3 | 9 | 0 | -5 | 3 | -0.4 | 0 | 3 | -6 |
| COc1ccc(COC(=O)c2cc([N+](=O)[O-])ccc2N2CCOCC2)cc1F | -1 | 4 | 0 | 4 | 3 | 1.6 | 0 | -1 | 5 |
| Cc1ccc2c(Cl)c(C(=O)NCC3CCCO3)sc2c1 (configuration not stated) | -2 | 3 | -11 | -12 | 1 | 0.4 | -3 | -1 | -2 |
| CCOc1ccccc1N(CC(=O)Nc1ccccc1C(=O)O)S(C)(=O)=O | 0 | 3 | 1 | -6 | 2 | -1.9 | 3 | 2 | -5 |
| Nc1ccccc1S(=O)(=O)NCCCCc1ccccc1 | 1 | 0 | 2 | 1 | 2 | 1.2 | 0 | 8 | -4 |
| CCOc1c(C)cnc2c1c(=O)n(Cc1ccccc1F)c(=O)n2C | 1 | 4 | 0 | -7 | -2 | 0.4 | 4 | 1 | -2 |
| CC(NS(=O)(=O)c1ccccc1)C(c1cccs1)N1CCOCC1 (configuration not stated) | 1 | 2 | 1 | 2 | -4 | 0.6 | 4 | -2 | 5 |
| N#C/C(=C\Nc1ccccc1SC(F)(F)F)c1nc(-c2ccccc2)cs1 | 1 | 4 | 6 | 4 | -5 | 1.1 | -4 | -1 | -15 |
| O=C(CSc1nnc(CCCO)n1-c1ccccc1)NCCc1ccccc1 | -1 | 5 | 6 | 0 | 0 | 1.4 | -1 | 3 | 6 |
| COc1ccccc1C(=O)CSc1ccccn1 | 0 | 3 | 3 | -4 | 2 | -0.4 | -6 | -5 | -2 |
| CC(C)NC(=O)c1ccc(-c2ccc(Cl)c(C(F)(F)F)c2)o1 | 2 | 3 | 2 | 5 | 0 | 0.8 | 0 | -2 | -1 |
| Cc1c(C=C2C(=O)c3ccccc3C2=O)cc(C#N)n1C | 0 | 3 | -2 | -3 | 2 | -2.3 | -4 | 8 | -2 |
| Clc1ccccc1-c1cc(COc2ccc3ccccc3c2)no1 | 2 | 1 | 7 | 7 | -2 | -1.2 | -6 | 5 | -7 |
| COCCNC(=O)CCSCc1ccccc1F | -2 | 6 | 5 | -4 | 6 | -0.4 | 1 | -6 | 4 |
| Cc1cc(C(=O)O)ccc1NCc1ccncc1 | 2 | 7 | 0 | 4 | 2 | -1.0 | 2 | -2 | -4 |
| Cn1cccc1Cc1nnc(SCC(=O)NCc2ccco2)n1-c1ccc(F)cc1 | 0 | -1 | 1 | 2 | 0 | -0.1 | -3 | -4 | -4 |
| O=C(O)CSc1c2c(nc3cc(C(=O)Nc4cccc(C(F)(F)F)c4)ccc13)CCCC2 | -2 | 3 | 5 | 4 | -9 | 0.4 | -3 | 0 | -11 |
| S=c1[nH]nc(-c2ccccc2)n1/N=C/c1cccc(Cl)c1 | -1 | -1 | -35 | -7 | 0 | -1.7 | -2 | 17 | 9 |
| CCOc1ccc(N2C(N)=NC(N)=NC2(C)C)cc1 | 0 | -3 | -1 | 3 | 0 | -3.2 | 1 | 3 | 1 |
| O=C(CCO)c1ccc(O)cc1 | 0 | 16 | 17 | 75* | -1 | -18 | 10 | 37* | 5 |
| COc1ccc(OC)c(/C=C/C(=O)OCC(=O)NCc2cccs2)c1 | nt | 5 | -1 | -1 | nt | nt | -3 | nt | 7 |
| Cc1c(-c2n[nH]c(=S)n2-c2ccc(C(F)(F)F)cc2)nnn1-c1ccccc1 | -1 | -2 | -9 | -18 | 5 | 2.1 | -5 | 2 | 2 |
| CCOC(=O)c1oc2ccccc2c1COC(=O)C(C)NC(=O)c1ccco1 (configuration not stated) | nt | -3 | -2 | 6 | nt | nt | 4 | nt | 3 |
| O=C(NC(=S)NCc1cccnc1)c1ccccc1 | 1 | 0 | 9 | 7 | -7 | 0.8 | -1 | 6 | 2 |
| CCOC(=O)C1(CCCc2ccccc2)CCN(C(=O)CN2CCOC2=O)CC1 | 1 | 1 | 2 | 5 | -1 | 0.2 | 1 | 7 | -1 |
| CCCCN1CCc2c([nH]c3c(C)cccc23)C1=O | 1 | -2 | 1 | 6 | 2 | -0.6 | 0 | 0 | -3 |
| Cn1ncc(Br)c1N1C(=O)CCC1=O | 0 | 2 | 4 | -5 | -1 | -0.8 | -7 | 4 | 4 |
| CCOC(=O)c1nsnc1NCCSC(=N)N | 2 | 12 | -4 | -8 | 1 | 1.6 | 2 | -2 | -5 |
| O=C(NCCCN1CCCCC1)c1ccc(CS(=O)c2ccc(F)cc2)o1 (configuration not stated) | -3 | 9 | 1 | 8 | -3 | 0.3 | 5 | 3 | -1 |

Overlap with the part before: three entries, then new ones.
| smiles | TPT1 inh | GLD-1 TGE inh | BCLXL inh | MCL1 BIM primary | Fam108B counter | MEX-5 binding | PAD4 FP inh | GSTO1 inh | PME-1 primary |
| --- | --- | --- | --- | --- | --- | --- | --- | --- | --- |
| Cn1ncc(Br)c1N1C(=O)CCC1=O | 0 | 2 | 4 | -5 | -1 | -0.8 | -7 | 4 | 4 |
| CCOC(=O)c1nsnc1NCCSC(=N)N | 2 | 12 | -4 | -8 | 1 | 1.6 | 2 | -2 | -5 |
| O=C(NCCCN1CCCCC1)c1ccc(CS(=O)c2ccc(F)cc2)o1 (configuration not stated) | -3 | 9 | 1 | 8 | -3 | 0.3 | 5 | 3 | -1 |
| Cc1cc(C)cc(OCCNC(=O)c2cc(S(=O)(=O)N3CCOCC3)ccc2F)c1 | -2 | -9 | -7 | -13 | 0 | 1.0 | 5 | 0 | -3 |
| Cc1ccccc1NC(=O)Cn1nnc(C(=O)NCc2ccco2)c1N | -2 | 4 | 6 | 7 | -1 | -1.7 | 1 | 0 | 4 |
| COc1cc2c(cc1OC)-c1cc(Nc3ccc(C(=O)O)cc3)nc(=O)n1CC2 | -1 | 5 | 11 | 1 | 2 | -0.1 | -4 | -15 | -7 |
| NNC(=O)c1cc(-c2cccs2)nc2ccccc12 | -1 | 6 | -5 | -12 | -5 | -0.9 | -7 | 3 | -25 |
| COc1ccc(CCNC(=O)C23CCC(C)(C(=O)C2Br)C3(C)C)cc1OC (configuration not stated) | 1 | 3 | 11 | 6 | 2 | 2.6 | -1 | -1 | -12 |
| COc1ccc2c(C)cc(SCC(=O)N3CCOCC3)nc2c1 | 73* | -46 | -12 | -38 | 6 | -2.6 | 3 | -5 | 0 |
| Cc1cc(NC(=O)c2ccccc2F)cc(C)c1OCC(=O)N1CCOCC1 | -1 | 4 | 4 | 4 | -2 | -0.8 | 2 | 5 | 7 |
| COCCNC(=O)COC(=O)c1cc(-c2ccc(OC)cc2)nc2ccccc12 | 0 | 2 | -2 | -5 | 0 | 0.9 | -5 | 3 | -1 |
| CC1CCN(c2nc(-c3ccccc3)cc(C(F)(F)F)n2)CC1 | 0 | 7 | 7 | 6 | -3 | 0.9 | 2 | -1 | 1 |
| O=C(CCC(=O)c1ccccc1)NCc1cccc(C(F)(F)F)c1 | nt | 3 | -1 | 1 | nt | nt | 3 | nt | -5 |
| COc1ccccc1-c1coc2cc(OC(=O)N3CCOCC3)ccc2c1=O | -2 | 10 | -4 | -2 | -1 | -1.0 | 0 | -4 | -2 |
| CC1=C(C(=O)N2CCN(C(=O)c3ccco3)CC2)C2(CCC(C)CC2)OC1=O (configuration not stated) | 0 | 0 | -3 | -3 | 0 | 2.1 | 1 | 2 | -2 |
| COc1ccc(S(=O)(=O)N2CCN(c3c(C)cccc3C)CC2)cc1OC | 3 | -1 | -2 | 3 | -2 | -0.3 | -1 | 6 | -1 |
| CCOC(=O)c1ccc(N=C2NC(=O)CS2)cc1 | 0 | -1 | -2 | -4 | -1 | 0.2 | 1 | 4 | 5 |
| O=C(Nc1cccc(-c2nc3ccccc3o2)c1)c1ccc(N2C(=O)C3C4C=CC(C4)C3C2=O)cc1 (configuration not stated) | 0 | 4 | 4 | 6 | 0 | 1.7 | 3 | -8 | -8 |
| Cc1ccc(NC(=O)c2c(-c3ccccc3Cl)noc2C)nc1 | -1 | 2 | 4 | 1 | 1 | 1.9 | 0 | -6 | 3 |
| Cc1c(C)c2ccc(OCC(=O)N3CCN(c4cccc(Cl)c4)CC3)cc2oc1=O | -4 | -3 | 7 | 1 | -1 | 0.1 | -1 | -5 | 3 |
| NC(=O)c1cc2cc(Cl)ccc2oc1=Nc1cccc(C(F)(F)F)c1 | -3 | 0 | 1 | 5 | -3 | -2.5 | 4 | 4 | 5 |
| O=C(O)COc1ccccc1/C=N/NC(=O)CN1CCN(S(=O)(=O)c2ccc(Br)cc2)CC1 | 2 | 7 | 5 | 5 | -1 | nt | 0 | 2 | 13 |
| Cc1ccc(C(OC(=O)c2ccco2)C(=O)NC2CCCCC2)cc1 (configuration not stated) | -1 | 0 | 1 | 2 | 2 | -1.9 | 4 | 0 | 4 |
| Clc1cccc2sc(N3CCOCC3)nc12 | -1 | 1 | 4 | 9 | -2 | 0.9 | -3 | -2 | -9 |
| COc1ccc(OCCC(=O)OCC(=O)NCc2ccccc2)cc1 | 1 | -7 | -2 | 0 | 2 | -1.6 | -1 | 11 | 2 |
| CC1CCN(C(=O)C(C)NCc2ccc(F)cc2)CC1 (configuration not stated) | -1 | 11 | 0 | 26 | 2 | -4.9 | -2 | 6 | -1 |

With a hit mark in MCL1 BIM primary, among the entries above:
molecule	TPT1 inh	GLD-1 TGE inh	BCLXL inh	MCL1 BIM primary	MEX-5 binding	PAD4 FP inh	PME-1 primary
O=C(CCO)c1ccc(O)cc1	0	16	17	75*	-18	10	5

An excerpt from above with just Fam108B counter.
smiles	Fam108B counter
Cc1cc(C)cc(OCCNC(=O)c2cc(S(=O)(=O)N3CCOCC3)ccc2F)c1	0
CCOC(=O)c1ccc(N=C2NC(=O)CS2)cc1	-1
CC1=C(C(=O)N2CCN(C(=O)c3ccco3)CC2)C2(CCC(C)CC2)OC1=O (configuration not stated)	0
COc1ccc(CCNC(=O)C23CCC(C)(C(=O)C2Br)C3(C)C)cc1OC (configuration not stated)	2
COc1ccccc1-c1coc2cc(OC(=O)N3CCOCC3)ccc2c1=O	-1

Source: PubChem

The list is partial, so the mix of outcomes need not match the whole.
